# PTHR1 ag: agonists of human PTHR1 parathyroid hormone receptor | HEK293 GP2 PTHR1 cells, GloSensor cAMP luminescence, 1 h | Potency, µM (titrated, usually from 115 µM), for inactives: at the highest dose activation, most hits filed as activators | hit rate 0.075% among 410,000; further: potency means the concentration at half of the fitted maximal effect; nearly all actives have a fitted effect of over 55% in size; some results filed as inactive show a strong effect at the top dose; inactives centre near -15; many of its hits are not listed in these tables
# Target sequence (Q03431 whole entry, looked up): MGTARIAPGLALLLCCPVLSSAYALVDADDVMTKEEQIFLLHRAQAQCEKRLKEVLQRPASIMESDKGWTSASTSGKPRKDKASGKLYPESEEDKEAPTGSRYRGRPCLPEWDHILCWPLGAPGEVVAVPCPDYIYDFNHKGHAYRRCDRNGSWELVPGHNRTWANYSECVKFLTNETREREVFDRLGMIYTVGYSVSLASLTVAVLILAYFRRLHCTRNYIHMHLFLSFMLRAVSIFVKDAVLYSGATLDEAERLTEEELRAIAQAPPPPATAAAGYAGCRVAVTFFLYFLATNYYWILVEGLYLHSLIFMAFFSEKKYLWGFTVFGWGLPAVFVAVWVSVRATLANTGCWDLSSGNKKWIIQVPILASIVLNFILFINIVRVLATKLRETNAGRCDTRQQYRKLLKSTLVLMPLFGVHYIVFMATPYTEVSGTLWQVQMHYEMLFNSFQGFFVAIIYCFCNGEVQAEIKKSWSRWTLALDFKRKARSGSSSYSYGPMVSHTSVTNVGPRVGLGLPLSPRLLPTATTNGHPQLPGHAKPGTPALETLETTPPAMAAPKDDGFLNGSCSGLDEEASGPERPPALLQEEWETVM
#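 HEK-293-derived GP2 cells expressing PTHR1 and a GloSensor cAMP reporter, 3,000/well, plated overnight, given luciferin plus IBMX (each 0.5 mM as added) for 1 h at 37 °C, then compound for 1 h at 37 °C. Luminescence was read after 15 min at room temperature.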
# Abeta yeast res: compounds reversing amyloid beta toxicity in yeast; hit rate 0.063% among 410,000; AID 1347071; yeast expressing A-beta42, growth rescue, OD600, 48 h; response scale: 0% DMSO, 100% iron-clioquinol control; Potency, µM (top dose mostly 46.1 µM), for inactives: at the highest dose growth rescue, usual class: activators; further: potency means the concentration at half of the fitted maximal effect; nearly all actives have a fitted effect of over 55% in size
#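 Yeast growth medium received pinned compounds, then yeast cells expressing toxic A-beta were added; plates incubated at 30 C for 48 hr. Growth read as absorbance at 600 nm, normalized to DMSO and equimolar FeCl3 plus clioquinol controls.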
# aSyn rescue: alpha-synuclein toxicity inhibition in yeast; Potency, µM (series often up to 46.1 µM), for inactives: at the highest dose growth rescue (activation), most hits filed as activators; Yeast expressing alpha-synuclein, growth rescue, BacTiter-Glo, 24 h; hit rate 0.14% among 370,000; further: potency means the concentration at half of the fitted maximal effect; % of control where 0% means no effect; nearly all actives have a fitted effect of over 65% in size
#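 Galactose-induced alpha-syn yeast (OD600=0.02, raffinose-pregrown) + pinned cpd, 24 hr, 30 deg C; growth by BacTiter-Glo luminescence. Growth restoration scores as activation.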
# MmCpn inh: M. maripaludis TRiC chaperonin inhibition; purified Mm-Cpn ATPase, ADP Transcreener TR-FRET; Potency, µM (series often up to 76.9 µM), for the others: at the highest dose activity, negative = inhibition, most hits filed as inhibitors; hit rate 0.031% among 330,000; AID 504842; further: potency means the concentration at half of the fitted maximal effect; on the % scale 0 is the no-effect control and ±100 the full control effect; nearly all actives have a fitted effect of over 80% in size
#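 Eu-cryptate anti-ADP/ADP-d2 competition gives a ratio inversely related to ADP. Enzyme at 25 nM was pre-exposed to compound for 10 min, then given 10 uM ATP for 30 min, 37°C throughout.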
# FUS yeast rescue: FUS proteinopathy suppression in yeast | S. cerevisiae FUS-expressing, growth rescue, OD600, 24 h | Potency, µM (highest dose often 76.6 µM), for the others: top-dose growth rescue (activation), usual class: activators | hit rate 0.24% among 390,000;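 further: potency means the concentration at half of the fitted maximal effect; plate controls were DMSO vehicle for no effect and reference control for full effect; nearly all actives have a fitted effect of over 55% in size; some results filed as inactive show a strong effect at the top dose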
#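 Steps: raffinose overnight preculture; dilution to OD 0.005 in 2% galactose minimal medium; compound addition (concentration series); 24hr at 30C, 99% humidity; absorbance read at 600 nm.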
# pAkt inh: Akt phosphorylation inhibition; Neuro2A IGF-stimulated pAkt S473 HTRF, 20 min; active compounds read low; activity change, % for hits at 50 µM; AID 651550; hit rate 0.32% among 360,000; in the data active means activity change below about -80%; inconclusive means mostly about -51% to -80%; further: on the % scale 0 is the no-effect control and ±100 the full control effect
#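 Neuro2A cells (4,500/well, DMEM with 0.5% FBS) were treated with compound at a single 50 µM final concentration, stimulated with 6 nM IGF for 20 min at 37 °C, and lysed. Phospho-Akt Ser473 was read by HTRF as 665/615 ratio ×10^4.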
# HEK293 tox: cytotoxicity in counter-screen for GLP-1R inverse agonists | hit rate 0.13% among 410,000 | HEK293 cAMP-luciferase reporter cells, luminescence, 24 h | AID 624418 | Potency, µM (series often up to 38.3 µM), for the others: at the top dose activity change, negative = inhibition, hits mostly inhibitors;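 further: loss of luciferase light is scored as toxicity; potency means the concentration at half of the fitted maximal effect; on the % scale 0 is the no-effect control and ±100 the full control effect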
#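 A 23 nL compound transfer followed 12 hours of cell culture at 37 deg C; exposure then lasted 24 hr. Luciferase assay detection reagent was dispensed and plates read for luminescence after a 12 min room-temperature wait.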
# GLP1R inv ag: acts as inverse agonist at human GLP-1 receptor; P43220; HEK293 GLP-1R CRE-luciferase, luminescence, 24 h; GLP-1R form is constitutively active; Potency, µM (top dose mostly 38.3 µM), for the others: top-dose activity change, negative = inhibition, hits mostly inhibitors; hit rate 1.6% among 410,000; AID 624417; further: potency means the concentration at half of the fitted maximal effect; on the % scale 0 is the no-effect control and ±100 the full control effect; nearly all actives have a fitted effect of over 55% in size
# Target sequence (P43220 whole entry, looked up): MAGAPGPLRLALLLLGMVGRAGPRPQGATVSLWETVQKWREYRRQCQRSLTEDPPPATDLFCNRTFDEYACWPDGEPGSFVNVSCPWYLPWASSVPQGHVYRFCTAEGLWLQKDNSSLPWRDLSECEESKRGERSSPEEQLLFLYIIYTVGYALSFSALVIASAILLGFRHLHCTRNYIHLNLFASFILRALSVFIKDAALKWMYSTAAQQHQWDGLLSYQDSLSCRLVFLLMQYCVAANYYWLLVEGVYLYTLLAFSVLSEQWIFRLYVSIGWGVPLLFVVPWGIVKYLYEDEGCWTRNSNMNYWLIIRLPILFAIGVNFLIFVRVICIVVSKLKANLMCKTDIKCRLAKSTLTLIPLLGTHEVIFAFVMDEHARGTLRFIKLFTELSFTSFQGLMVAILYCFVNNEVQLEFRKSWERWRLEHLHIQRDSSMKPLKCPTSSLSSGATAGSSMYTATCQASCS
#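 GLP-1R inverse agonism mode: basal reporter luminescence in engineered HEK293 cells measured after one day of compound exposure at 37 deg C, with a 12 min room-temperature detection step.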
# TDP43 rescue: rescues yeast growth from TDP-43 toxicity. TDP-43 expressing yeast growth rescue, BacTiter-Glo, 24 h. hit rate 1.8% among 410,000. Potency, µM (highest dose often 46.1 µM), for the others: at the highest dose growth rescue (activation), hits mostly activators; further: potency means the concentration at half of the fitted maximal effect; % of control where 0% means no effect; nearly all actives have a fitted effect of over 50% in size
#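 Yeast cells expressing TDP-43 under galactose induction are exposed to compounds for 24 hr at 30 deg C. BacTiter-Glo luminescence measures growth, so protective compounds score as activators.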
# The depositor's hits bear a star; i = inactive; ? = inconclusive; · = no result given; [ ] = another dose, or the depositor's remark. Unless noted, the call rests on the fitted dose curve; in most records, active means well fitted curve in the direction sought with a large enough effect; inconclusive means small, poorly fitted or top-dose-only effect, or another doubt; inactive means no such curve, though single readings can be large; an effect the other way counts as inactive or inconclusive. Not all compounds are listed, so the mix of outcomes need not match the whole.
Compound,PTHR1 ag,Abeta yeast res,aSyn rescue,MmCpn inh,FUS yeast rescue,pAkt inh,HEK293 tox,GLP1R inv ag,TDP43 rescue
CC(C)(C)NC(=O)NC(=O)COC(=O)C1c2ccccc2Oc2ccccc21,-19%,2%,-13%,-2%,3%,i,15%,?,-5%
COC(=O)[C@H](Cc1ccc(O)cc1)NCCCn1cnc(C(=O)Nc2ccc(C)c(C)c2)n1,i,-6%,-2%,·,-2%,i,-8%,6%,13%
CC(C)[C@@H](CO)NC(=O)[C@H]1O[C@@H](n2cnc3c(N)ncnc32)[C@H](O)[C@@H]1O,-5%,-8%,-2%,·,-11%,i,2%,30%,6%
COc1ccc2c(Cl)c(-c3nnc(SCC(N)=O)n3C)sc2c1,i,2%,0%,0%,11%,i,-25%,-8%,6%
Cc1ccc(CNC(=O)c2ccc3c(c2)N(Cc2ccccc2F)C(=O)c2ccccc2S3(=O)=O)cc1,-3%,-1%,·,·,?,·,2%,-3%,16%
CN(Cc1nc(-c2cccs2)no1)CC1COCCO1 (stereo not given),?,-8%,-3%,1%,-21%,i,2%,21%,-2%
CN(C)/C=C/C1=C([N+](=O)[O-])C(c2cccc([N+](=O)[O-])c2)NC(=O)N1 (stereo not given),i,-2%,14%,-1%,26%,i,-8%,-6%,-15%
COc1ccc(N(CC(=O)NCCSC2CCCCC2)S(=O)(=O)c2ccc(C)cc2)cc1,i,-1%,-5%,-2%,·,i,0%,-4%,4%
O=C(O)c1cccc(Cn2c(Cl)c(/C=N/Nc3ccccc3)sc2=O)c1,i,-5%,-2%,-2%,11%,i,-22%,?,-7%
CCCOc1ncnc2c1[nH]c1ccc(OC)cc12,-26%,7%,-8%,-2%,5%,i,2%,2%,20%
Cc1cc(C)cc(NC(=O)c2ccc(S(=O)(=O)NCc3cccnc3)cc2)c1,-18%,-13%,-1%,-2%,14%,i,4%,-22%,5%
Cc1c(CCC(=O)O)c(=O)oc2cc(OCc3ccccc3Br)ccc12,-14%,-12%,2%,2%,-7%,i,1%,-4%,15%
C[C@H]1CN([C@@H](C)CO)C(=O)CCCn2nncc2CO[C@@H]1CN(C)S(=O)(=O)c1cccc(C#N)c1,-19%,7%,0%,·,4%,i,8%,-7%,13%
CCNC(=O)COC(=O)/C=C/c1ccccc1[N+](=O)[O-],i,-7%,-10%,0%,23%,i,-8%,15%,-23%
CCOc1ccc(S(=O)(=O)Nc2cc(Cl)ccc2OC)c2cccnc12,-41%[inhibitor],-11%,·,·,36%,·,-23%,-31%,-3%
O=C(NCCOc1ccccc1Cl)c1cccc2c1C(=O)c1ccc(Cl)cc1S2(=O)=O,-1%,0%,1%,-1%,-9%,i,-21%,16%,19%
Cc1cc(C(=O)NNC(=O)Nc2cccc(C(F)(F)F)c2)no1,i,-14%,-2%,1%,8%,i,2%[7.66 µM],21%[7.66 µM],-19%[9.22 µM]
CCCCSc1nnc2[nH]c(=O)cc(C)n12,?,-7%,·,·,-2%,·,21%,5%,17%
CCOC(=O)N1CCN(C(=O)c2ccc(CS(=O)(=O)c3ccc(OC)cc3)o2)CC1,-11%,-4%,2%,-4%,-1%,i,-8%,-14%,8%
CC(=O)c1ccc(NC(=S)Nc2cccc3ccccc23)cc1,i,23%,6%,0%,-7%,i,1%,?,24%
COc1ccc(C(=O)O/N=C(\N)c2ccccc2Cl)cc1OC,i,-5%,-15%,-2%,2%,i,-28%,12%,?
N=c1n(CCN2CCCCC2)c2ccccc2n1CC(O)COc1ccc(Cl)cc1Cl (stereo not given),-27%,-30%,·,·,-8%,·,?,?,-13%
O=C(CSc1nc2ccccc2[nH]1)N1CCN(S(=O)(=O)c2ccc(Cl)cc2)CC1,-3%[57.5 µM],20%,10%,-1%,14%,i,-15%,?,11%
COc1cccc(N2CCN(C(=O)c3nc4nc(C)cc(C)n4n3)CC2)c1,-4%,-3%,0%,-1%,20%,i,5%,10%,-6%
Cc1cc(C)c(NC(=O)CSc2nnc(CNC(=O)c3ccco3)o2)c(C)c1,i,13%,0%,4%,0%,i,-3%,6%,7%
C/C(=N\N1CCN(c2ccccc2)CC1)c1ccccc1O,i,-12%,-4%,1%,7%,i,-5%,18%,3%
O=C(Nc1cc(Cl)ccc1Cl)c1ccco1,-44%[inhibitor],-8%,4%,-9%,-4%,i,11%,29%,?
CCC(=O)Oc1ccc(C(=O)Nc2ccc3c(c2)C(=O)N(C2CCCCC2)C3=O)cc1,1%[57.5 µM],13%,5%,1%,19%,i,2%,?,24%
COc1ccc(CC(=O)Nc2ccc(C(=O)Nc3nccs3)cc2)cc1OC,i,-21%,-2%,-13%,8%,i,0%,10%,-20%
COc1ccccc1N1CCN(C(=O)c2c3c(nc4ccccc24)C(=O)N(C2CCCCC2)C3)CC1,i,1%,·,·,21%,·,-2%,-8%,17%
CCc1nnc2n1N=C(c1ccc([N+](=O)[O-])cc1)CS2,-33%[inhibitor],-6%,0%,0%,15%,i,4%,0%,24%
Cc1ccn(-c2cc(O)c(-n3ccc(C)n3)cc2O)n1,i,-2%,-11%,-1%,-35%,i,0%,20%,3%
CC(Oc1ccccc1F)C(=O)/C=C/N(C)C (stereo not given),-18%[57.5 µM],-40%[inhibitor],-21%,0%,?,i,35%[activator],-4%,26%
COc1ccc(CC2(CO)COc3ccccc3C2=O)cc1 (stereo not given),-17%,-8%,5%,·,-10%,i,-19%,?,16%
CCC(OC(=O)CN1C(=O)C(=O)c2ccccc21)C(=O)Nc1ccccc1OC (stereo not given),i,-20%,1%,1%,-4%,i,-1%,8%,-17%
CCCCN(CC)CCCNC(=O)Cn1nc(Cc2cccnc2)c2ccccc2c1=O,-16%[57.5 µM],19%,7%,·,24%,i,20%,-4%,5%
c1ccc2c(c1)N1CCCN=C1N2CCN1CCCCC1,i,-8%,0%,?,13%,i,-26%,?,21%
O=S(=O)(O)c1nc2ccccc2n1Cc1ccc(Cl)cc1,-7%[57.5 µM],13%,-1%,0%,15%,i,0%,1%,6%
CCOc1ccccc1OCC(=O)Nc1ccc(Cl)cc1Cl,i,-7%,4%,0%,14%,i,23%,12%,3%
CCOc1ccc(NC(=O)CN2CCCC2c2cccs2)cc1S(=O)(=O)N1CCCC1 (stereo not given),-16%,-7%,-1%[1.84 µM],0%,23%,i,-30%,?,12%
O=C(c1cccs1)N1C[C@@H](n2cc(C3CC3)nn2)[C@H](O)C[C@@H]1c1ccc(Cl)cc1,-7%,10%,-2%,·,-16%,i,-5%,-2%,17%
CSc1ccccc1NC(=O)CN(C)Cc1ccc(Br)cc1,i,13%,4%,-2%,12%,i,11%,7.1µM*,-12%
Fc1ccc(-n2ncc3c(N4CCN(c5ccccc5F)CC4)ncnc32)cc1,-21%,-2%,·,·,9%,·,9%,-1%,2%
O=Cc1c[nH]c2cccc(OCc3ccccc3)c12,i,-7%,1%,-1%,37%,i,?,33%[activator],-15%
CC(C)(C)c1nn(-c2ccccc2)c2[nH]c(=O)c(CNc3ccc4c(c3)OCCO4)cc12,-21%[57.5 µM],-7%,0%,-2%,29%,i,-20%,?,?
Cn1c(N)c(C(=O)COC(=O)c2ccc3c(c2)OCCO3)c(=O)n(C)c1=O,-1%[57.5 µM],6%,2%,-3%,11%,i,-22%,-10%,-11%
O=C(/C=C/c1ccccc1)NC1CC2CCC1C2 (stereo not given),i,0%,-11%,1%,·,i,-2%,14%,1%
Cc1ccc(Cn2ccn(CC(=O)Nc3ccccc3C(F)(F)F)c(=O)c2=O)cc1,3%,-5%,·,·,21%,·,1%,1%,1%
Cc1cccc(NC(=O)C2CCN(S(C)(=O)=O)CC2)c1C,-10%,-25%,-1%,0%,4%,i,3%,-27%,-19%
COc1ccc(NC(=O)Nc2cccs2)cc1Cl,-33%[inhibitor],-3%,1%,-1%,8%,i,-6%,?,-8%
Cc1ccc(S(=O)(=O)c2nc(-c3ccccc3)oc2SCC(=O)NC2CCCCC2)cc1,-14%,6%,·,·,-3%,·,2%,12%,0%
COc1ccc(CC(=O)Nc2ccc3nc(C)sc3c2)cc1OC,-5%,-5%,-2%,-1%,10%,i,0%,12%,-25%
C=CCN1C(C(=O)c2ccccc2)=C(OC(=O)COc2ccccc2)c2ccccc2S1(=O)=O,i,-43%[inhibitor],-64%[inhibitor],1%,-9%,i,-7%,-18%,?
COc1cc(C2C(C#N)=C(N)Oc3n[nH]c(C)c32)cc2c1OCO2 (stereo not given),-7%[57.5 µM],8%,-6%,0%,?,i,1%,-1%,-4%
Cc1ccc(S(=O)(=O)/N=C/c2c(O)ccc3ccccc23)cc1,-26%,-10%,-3%,0%,?,i,0%,3%,-25%
CC(C)[C@H](CO)NC(=O)[C@H]1O[C@@H](n2ccc(=O)[nH]c2=O)[C@H](O)[C@@H]1O,-17%,-16%,-7%,·,-25%,i,5%,16%,5%
Cc1ccc(S(=O)(=O)N2CCN(C(=O)COC(=O)c3ccc(O)cc3)CC2)c(C)c1,-35%[inhibitor],17%,8%,4%,-3%,i,-14%,?,14%

# Screens: PubChem, National Center for Advancing Translational Sciences (NCATS)
